# PNC assembly inh = High Content Assay for Compounds that inhibit the Assembly of the Perinucleolar Compartment. PC3M PTB-GFP, PNC prevalence imaging, 16 h; hits give low values. activity change (PNC), negative = inhibition, % at 10 µM. actives 3.1% (n = 140,000);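 active means readout at or below -70, meaning at least 70% loss of cells showing the perinucleolar compartment, a nuclear body marking cancer cells; inconclusive means readout between -30 and a set limit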;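 further: plate controls were DMSO wells for no effect and camptothecin positive control wells for full effect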
#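 PC3M cells stably expressing PTB-GFP, 750–1000 cells/well, treated 16 h at 37 °C with compound (23 nl of library stock), in duplicate. After paraformaldehyde fixation and Hoechst stain, imaged at 20x; PNC prevalence scored by image analysis.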
# IMPase cell inh = qHTS Assay for Identifying the Cell-Membrane Permeable IMPase Inhibitors; AID 901, 2007; inhibition (IP1 accumulation), % at 46.1 µM; Inositol monophosphatase 1 (Rattus norvegicus), P97697; CHO-M1 cells, IP1 accumulation, HTRF TR-FRET ratio; 120,000 tested, under 10 active; active means well fitted curve in the direction sought with a large enough effect in the signal ratio, not every such curve was filed as active; inconclusive means small, poorly fitted or top-dose-only effect, or a change in a side signal; inactive means no such curve, though single readings can be large or run the other way; the % refers to the signal ratio;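 further: cells stimulated with carbachol in lithium chloride buffer; plate controls were DMSO basal wells for no effect and reference inhibitor wells for full effect; higher means more IMPase inhibition seen as more IP1 and lower FRET ratio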
# Target sequence (P97697 whole entry, looked up): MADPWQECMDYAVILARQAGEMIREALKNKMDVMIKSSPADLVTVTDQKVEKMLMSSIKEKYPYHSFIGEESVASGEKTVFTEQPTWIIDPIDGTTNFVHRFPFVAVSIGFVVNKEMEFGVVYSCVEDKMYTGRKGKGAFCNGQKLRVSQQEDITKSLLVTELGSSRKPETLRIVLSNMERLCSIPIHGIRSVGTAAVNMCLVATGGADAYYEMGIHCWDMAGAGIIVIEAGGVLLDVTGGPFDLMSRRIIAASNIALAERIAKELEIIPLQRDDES
#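 Measured: the HTRF emission ratio (665/620 nm) plus the 620 nm donor channel, each fitted to the Hill equation to give AC50. Cells were CHO-M1 given compounds up to 46 uM and a 30 min carbachol stimulation at 37C.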
# ALOX15B inhib = qHTS Assay for Inhibitors of 15-hLO-2 (15-human lipoxygenase 2). Polyunsaturated fatty acid lipoxygenase ALOX15B (Homo sapiens), O15296. purified 15hLO-2, xylenol orange hydroperoxide absorbance. Potency, µM (titrated, usually from 57.1 µM), without a hit: top-dose activity change, negative = inhibition, usual class: inhibitors. actives 0.56% (n = 110,000). AID 881, 2007; further: potency means the concentration at half of the fitted maximal effect; nearly all actives have a fitted effect of over 60% in size; many of its hits are not listed in these tables
# Target sequence (O15296 whole entry, looked up): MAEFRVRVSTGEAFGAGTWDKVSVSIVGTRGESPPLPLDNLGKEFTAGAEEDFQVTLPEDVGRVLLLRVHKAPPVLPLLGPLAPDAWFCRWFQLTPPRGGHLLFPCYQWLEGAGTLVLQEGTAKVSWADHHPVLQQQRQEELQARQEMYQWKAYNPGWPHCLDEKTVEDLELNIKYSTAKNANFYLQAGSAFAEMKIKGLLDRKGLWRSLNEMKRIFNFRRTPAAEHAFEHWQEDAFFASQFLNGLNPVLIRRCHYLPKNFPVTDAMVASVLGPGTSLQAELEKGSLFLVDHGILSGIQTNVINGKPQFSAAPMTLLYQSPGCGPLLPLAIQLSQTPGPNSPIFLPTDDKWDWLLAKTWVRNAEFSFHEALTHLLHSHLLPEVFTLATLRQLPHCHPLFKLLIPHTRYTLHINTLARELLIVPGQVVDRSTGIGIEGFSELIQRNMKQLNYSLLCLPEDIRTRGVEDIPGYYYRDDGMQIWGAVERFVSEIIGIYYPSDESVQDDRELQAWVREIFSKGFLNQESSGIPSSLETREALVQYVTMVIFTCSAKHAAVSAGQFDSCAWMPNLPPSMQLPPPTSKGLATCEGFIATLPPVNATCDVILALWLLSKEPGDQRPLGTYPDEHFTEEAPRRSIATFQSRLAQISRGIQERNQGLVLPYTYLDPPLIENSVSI
#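 Purified human 15hLO-2 (50 nM final) preincubated with compounds 15 min at room temperature in 25 mM Hepes pH 7.5, 0.01% Triton X-100, then 45 uM arachidonic acid added for 90 min; hydroperoxide detected via ferrous/xylenol orange, 573/405 nm absorbance ratio.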
# ALOX12 inhib = qHTS Assay for Inhibitors of 12-hLO (12-human lipoxygenase); Polyunsaturated fatty acid lipoxygenase ALOX12 (Homo sapiens), P18054; purified 12-hLO, xylenol orange hydroperoxide absorbance; Potency, µM (top dose mostly 57.1 µM), without a hit: at the highest dose activity change, negative = inhibition, hits mostly inhibitors; actives 0.12% (n = 150,000); AID 1452, 2008; further: potency means the concentration at half of the fitted maximal effect; nearly all actives have a fitted effect of over 55% in size; many of its hits are not listed in these tables
#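 Hydroperoxide output read as Fe(III)-xylenol orange absorbance, 573-to-405 nm ratio, after 30 min reaction with 40 uM arachidonic acid. Enzyme: 150 nM purified human 12hLO, 15 min compound preincubation; 25 mM Hepes pH 7.0, room temperature.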
# The depositor's hits bear a star; ? = inconclusive; / = not tested or not shown; & = joins results of further samples; [ ] = remark or other dose. Unless noted, the call rests on the fitted dose curve; in most records, active means well fitted curve in the direction sought with a large enough effect; inconclusive means small, poorly fitted or top-dose-only effect, or another doubt; inactive means no such curve, though single readings can be large; an effect the other way counts as inactive or inconclusive. Unless noted, on the % scale 0 is the no-effect control and ±100 the full control effect.
No.	structure	PNC assembly inh	ALOX15B inhib
1	COc1ccc(-c2cc(C(F)(F)F)nc(N3CCOCC3)n2)cc1	85	/
2	COc1ccc2nc(N=Nc3ccc(O)c4ccccc34)sc2c1	45	/
3	CCOc1ccc2nc(SCC(=O)N(C)C)[nH]c2c1	4	9%
4	Cc1csc2nnc(N)n12	15	-5%
5	Cc1cccc(NC(=O)COc2ccccc2)c1	-29	-2%
6	Cc1cccc(NC(=O)CSc2cc(C(=O)c3nccn3C)c3ccccc3n2)c1	34	/
7	CC(=O)NCCn1c(SCC(=O)OCc2ccccc2)nc2ccccc2c1=O	-20	1%
8	CC(C)Cc1nc2oc3c(N4CCN(C)CC4)ncnc3c2c2c1CCCC2	?	10%

No.	IMPase cell inh	ALOX12 inhib
1	3	2%
2	/	0%
3	-11	9%
4	-3	-3%
5	11	9%
6	/	2%
7	1	-5%
8	-2	3%

# New compounds follow
No.	structure	PNC assembly inh	ALOX15B inhib
9	COc1ccc(-c2cc(NCc3ccccn3)n3ncnc3n2)cc1	29	36%[activator]
10	CS(=O)(=O)N1CCC2(CCCN(c3ncccn3)C2)CC1	/	10%
11	COCC(=O)Nc1nc(-c2ccc(C)cc2)c(C)s1	37	/
12	Cc1ccc(S(=O)(=O)Nc2nc3ccccc3nc2NCc2ccc3c(c2)OCO3)cc1C	3	/
13	CN(c1ccc(C(=O)N2CCc3ccccc3C2)cc1)S(C)(=O)=O	-100*	/
14	Cn1nnc(NC(=O)c2cccc(F)c2)n1	2	-2%
15	CCOP(=O)(OCC)c1nc(-c2cccc3ccccc23)oc1NCc1ccccc1	?	13%
16	CCc1c(C)nc2cc(C)[nH]n2c1=O	-8	-4%

No.	IMPase cell inh	ALOX12 inhib
9	-3	-2%
10	/	-4%
11	-2	-6%
12	-5	-4%
13	3	0%
14	-3	-3%
15	-5	1%
16	14	-4%

# (continued)
No.	structure	PNC assembly inh	ALOX15B inhib
17	COCCN1Cc2cccc(C(=O)Nc3c(C)cc(C)cc3C)c2C1=O	?	3%
18	N#C/C(=C/c1ccc(Br)s1)C(=O)NCCc1c[nH]c2ccccc12	-3	/
19	O=C(Nc1ccccc1)N(C1=NCCCCS1)c1ccccc1	?	9%
20	CC(=O)/C(C[N+]1(C)CCCCC1)=N\O	-24	5%[2.29 µM]
21	COc1ccc2sc(C)nc2c1NC(C)=O	-2	0%
22	Cc1noc(C)c1S(=O)(=O)N1CCCC(C(=O)NCCC2=CCCCC2)C1 (centres undefined)	?	4%
23	O=C(c1cn(-c2ccccc2)nc1-c1ccccc1)N1CCOCC1	-24	4%
24	CCc1cccc(NC(=O)CSc2nc3c(c(=O)[nH]2)CCCC3)c1	4	/

No.	IMPase cell inh	ALOX12 inhib
17	-1	-6%
18	/	-12%
19	3	3%
20	4	-5%
21	-8	1%
22	2	1%
23	5	10%
24	/	-3%

# The results go on.
No.	structure	PNC assembly inh	ALOX15B inhib
25	C[C@H](CO)NC(=O)[C@@H]1C[C@H]1[C@@H](NP(=O)(c1ccccc1)c1ccccc1)c1ccccc1	44	4%
26	CN(C)S(=O)(=O)c1ccc2c(c1)C(CC(=O)O)NC2=O (centres undefined)	6	0%
27	Cc1cc(C)cc(-n2c(SCC(=O)NCc3ccco3)nc3ccccc3c2=O)c1	-8	4%
28	COc1ccc(-c2nnc(Sc3nc4ccccc4o3)c3ccccc23)cc1	96	1%
29	COc1cccc(NC(=O)CSc2nc3n[nH]c(C)c3c(=N)n2-c2cccc(OC)c2)c1	78	9%
30	CC(C)(C)NC(=O)COC(=O)/C=C/c1ccc(F)cc1	-4	/
31	COc1cc(OC)cc(C(=O)N2CCC(N3CCN(c4ccccc4OC)CC3)CC2)c1	-4	/
32	CCn1c(SCC(=O)Nc2cc(F)ccc2C)nnc1-c1ccccc1O	?	-2%

No.	IMPase cell inh	ALOX12 inhib
25	/	-1%&-1%
26	6	1%
27	9	0%
28	4	4%
29	7	-5%
30	2	-4%
31	/	-2%
32	2	0%

# The list goes on.
No.	structure	PNC assembly inh	ALOX15B inhib
33	COc1cc(NC(=O)CSc2c3c(nc4ccccc24)CCC3)cc(OC)c1OC	-6	/
34	C=CCNC(=O)C1CC(c2cccc(OC)c2)=NO1 (centres undefined)	-7	12%
35	COc1ccc(N2CSC3=C(C#N)C(c4ccc(OC)c(OC)c4)CC(=O)N3C2)c(OC)c1 (centres undefined)	0	?
36	Cn1c(=O)n(C)c2cc(S(=O)(=O)Nc3ccccc3O)ccc21	27	-6%
37	O=C(c1cccnc1)N1CCC(c2nc3ccccc3[nH]2)CC1	19	-2%
38	CCc1cccc(NC(=O)Nc2cccs2)c1	4	-25%
39	COc1ccccc1NC(=O)C(C)NS(=O)(=O)c1ccccc1 (centres undefined)	21	10%[2.29 µM]
40	O=C(Oc1ccccc1)N1CCC2(CC1)CCN(c1ccncc1)CC2	/	5%

No.	IMPase cell inh	ALOX12 inhib
33	-3	-2%
34	1	-1%
35	6	-6%
36	-2	2%
37	1	-2%
38	4	-3%
39	7	0%
40	/	6%

# Following part:
No.	structure	PNC assembly inh	ALOX15B inhib
41	Cc1ccc(-c2n[nH]c(=O)c3ccccc23)cc1S(=O)(=O)N(C)CCO	?	-4%
42	CCOc1cc(/C=N/NC(=O)Cn2nc([N+](=O)[O-])cc2C)ccc1OCc1ccc(F)cc1	62	-7%
43	CCC(C)(NC(=O)c1cccc(N2C(=O)CSC2c2ccccc2)c1)C(=O)Nc1ccccc1C (centres undefined)	?	-1%
44	COc1ccc2c(c1)N(C(=O)CSc1n[nH]c(C)n1)C(C)(C)C=C2C	?	-4%
45	CN(C)c1ccc(/C=N/n2c(COc3ccccc3)n[nH]c2=S)cc1	-1	/
46	CN(C)S(=O)(=O)Oc1cccc(C(=O)Nc2ccc(Cl)c(Cl)c2)c1	33	-3%
47	COc1ccc(CNc2ccc(-c3ccc(OC)cc3)nn2)cc1	-88*	2%
48	CCOC(=O)C1=C(C)N=C2SC(C)C(=O)N2C1c1ccc(OC(C)=O)c(OC)c1 (centres undefined)	-100*	/

No.	IMPase cell inh	ALOX12 inhib
41	-5	11%
42	6	5%
43	7	-1%
44	1	-2%
45	/	-2%
46	-2	-27%
47	-5[9.22 µM]	-3%
48	3	-5%

# Full records as entered above. Screens in order: PNC assembly inh | ALOX15B inhib | IMPase cell inh | ALOX12 inhib
# COc1cc(OC)cc(C(=O)N2CCC(N3CCN(c4ccccc4OC)CC3)CC2)c1 is entered as -4 | / | / | -2%
# COCCN1Cc2cccc(C(=O)Nc3c(C)cc(C)cc3C)c2C1=O is entered as ? | 3% | -1 | -6%

# Going on with the list:
No.	structure	PNC assembly inh	ALOX15B inhib
49	COc1cccc(CNC(=O)CCNS(=O)(=O)c2cccs2)c1	25	-1%
50	CCCN1C(=O)S/C(=C\c2ccc(N3CCOCC3)cc2C)C1=O	-14	0%
51	O=c1/c(=C/c2cccc3ccccc23)sc2ncnn12	-11	6%
52	Cc1ccc(C)c(Oc2ncnc(N)c2[N+](=O)[O-])c1	4	/
53	CCC(CC)c1nnc(NC(=O)c2cccc(S(=O)(=O)N3CCc4ccccc43)c2)s1	46	14%
54	O=C(c1cccs1)N(Cc1nc2sc3c(c2c(=O)[nH]1)CCCC3)C1CCCC1	-92*	-7%
55	CC(NC(=O)Cn1ccsc1=N)C12CC3CC(CC(C3)C1)C2 (centres undefined)	-7	20%
56	CN(C(=O)C(Cl)Cl)c1ccc(OC(=O)c2ccco2)cc1	-18	-1%[25.6 µM]

No.	IMPase cell inh	ALOX12 inhib
49	3	2%
50	2	-3%
51	3	-14%
52	7	-4%
53	2	-4%
54	-6	-19%
55	11	-2%
56	-2[20.6 µM]	-8%

# (cont.)
No.	structure	PNC assembly inh	ALOX15B inhib
57	CCN1C(=O)/C(=C/c2nc3ccccc3c(=O)n2-c2ccccc2)c2ccccc21	?	0%
58	O=c1c2ccccc2c(C=NCCO)c(O)n1-c1ccccc1	15	-3%[11.4 µM]
59	NC(=S)N/N=C/c1ccccc1OCCSc1ccc(Cl)cc1	-20	/
60	COc1ccc(C2(C(=O)NC(C)C)CCCC2)cc1OC	?	-3%
61	O=C(N/N=C/c1cccs1)C1COc2ccccc2O1 (centres undefined)	?	-3%
62	COc1cc(C(=O)N(Cc2ccc(F)cc2)C2CCS(=O)(=O)C2)cc(OC)c1OC (centres undefined)	-29	1%
63	O=C1NC(=O)C(c2ccccc2)(c2ccccc2)N1	?	0%&-11%&-3%&3%
64	COc1ccccc1CN1CC(C(=O)NCC2CCCO2)CC1=O (centres undefined)	-29	?

No.	IMPase cell inh	ALOX12 inhib
57	6	9%
58	-5[1.84 µM]	0%
59	/	-40%
60	-4	2%
61	4	1%
62	8	-4%
63	0&8	-8%&2%&0%&2%&2%&-5%
64	0	4%

# Nos. 48–61 from above:
No.	structure	PNC assembly inh	ALOX15B inhib
48	CCOC(=O)C1=C(C)N=C2SC(C)C(=O)N2C1c1ccc(OC(C)=O)c(OC)c1 (centres undefined)	-100*	/
49	COc1cccc(CNC(=O)CCNS(=O)(=O)c2cccs2)c1	25	-1%
50	CCCN1C(=O)S/C(=C\c2ccc(N3CCOCC3)cc2C)C1=O	-14	0%
51	O=c1/c(=C/c2cccc3ccccc23)sc2ncnn12	-11	6%
52	Cc1ccc(C)c(Oc2ncnc(N)c2[N+](=O)[O-])c1	4	/
53	CCC(CC)c1nnc(NC(=O)c2cccc(S(=O)(=O)N3CCc4ccccc43)c2)s1	46	14%
54	O=C(c1cccs1)N(Cc1nc2sc3c(c2c(=O)[nH]1)CCCC3)C1CCCC1	-92*	-7%
55	CC(NC(=O)Cn1ccsc1=N)C12CC3CC(CC(C3)C1)C2 (centres undefined)	-7	20%
56	CN(C(=O)C(Cl)Cl)c1ccc(OC(=O)c2ccco2)cc1	-18	-1%[25.6 µM]
57	CCN1C(=O)/C(=C/c2nc3ccccc3c(=O)n2-c2ccccc2)c2ccccc21	?	0%

No.	IMPase cell inh	ALOX12 inhib
48	3	-5%
49	3	2%
50	2	-3%
51	3	-14%
52	7	-4%
53	2	-4%
54	-6	-19%
55	11	-2%
56	-2[20.6 µM]	-8%
57	6	9%

No.	structure	PNC assembly inh	ALOX15B inhib
58	O=c1c2ccccc2c(C=NCCO)c(O)n1-c1ccccc1	15	-3%[11.4 µM]
59	NC(=S)N/N=C/c1ccccc1OCCSc1ccc(Cl)cc1	-20	/
60	COc1ccc(C2(C(=O)NC(C)C)CCCC2)cc1OC	?	-3%
61	O=C(N/N=C/c1cccs1)C1COc2ccccc2O1 (centres undefined)	?	-3%

No.	IMPase cell inh	ALOX12 inhib
58	-5[1.84 µM]	0%
59	/	-40%
60	-4	2%
61	4	1%

# (further entries)
No.	structure	PNC assembly inh	ALOX15B inhib
65	Cc1ccc(OCCSc2ncnc3nc[nH]c23)cc1	16	1%
66	O[C@@H](c1cc([C@@]23C[C@H]4CC[C@@H]2C[C@H](C4)C3)nc2c(Cl)cc(Cl)cc12)[C@@H]1CCCCN1	/	12%[11.4 µM]
67	O=C(c1cnc2c(c1)COc1ccc(Cl)cc1-2)c1ccccc1O	?	/
68	O=C(O)COCc1nc2ccccc2[nH]1	-18	2%
69	O=C(N/N=C\c1ccc(Cl)cc1)c1sccc1-n1cccc1	50	-6%
70	COc1cccc2cc3c(=O)n(-c4ccccc4)nc-3oc12	?	-16%
71	Cc1ccccc1CSCCNC(=O)CN(c1ccc2c(c1)OCO2)S(C)(=O)=O	3	-2%
72	CCCC(O)(CCN(C)C)c1ccc(OC)cc1 (centres undefined)	20	6%

No.	IMPase cell inh	ALOX12 inhib
65	-5	3%
66	/	-8%[11.4 µM]
67	9	3%
68	-6	0%
69	6	-2%
70	8	4%
71	1	2%
72	5	-2%

# Screens from PubChem.

# Not all compounds are listed. The share of hits here may be higher or lower than overall.
